TRAIL sens C8: sensitizes caspase-8 expressing cells to TRAIL; NB7+C8 cells + TRAIL, ATPlite viability luminescence; inhibition (viability loss, TRAIL sensitization), % at 10 µM; hit rate 1% among 360,000;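 active means compounds causing at least 50% loss of cell viability in the single-dose screen, relative to plate controls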
EBV LMP1 NFkB: Epstein-Barr LMP1 NF-kappaB reporter inhibition. LMP1-induced NF-kappaB luciferase reporter cells, luminescence. inhibition, % at 12.5 µM. hit rate 0.69% among 350,000; in the data active means inhibition above about 41%; inconclusive means no clear call, values can overlap the other calls;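 further: 0% = neutral control wells and 100% = reference inhibitor control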
LRH-1 inv ag: inverse agonists of human LRH-1 (NR5A2). HEK293T StAR-luciferase reporter, LRH-1 transfected, 24 h. O00482. inhibition, % at 3.6 µM. hit rate 0.13% among 360,000;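 active means inhibition above the mean inhibition of all tested compounds plus 3 SD, cut at about 73% in these data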;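 further: 0% = DMSO wells and 100% = reporter-only cells lacking LRH-1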
NCOA3 inh: inhibits human SRC3 coactivator; Q9Y6Q9; HEK293 GAL4-SRC3 luciferase reporter, luminescence; inhibition, % at 3.6 µM; hit rate 0.17% among 360,000; AID 588352;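 active means inhibition above a per-campaign cutoff, the mean of all compounds plus 3 SD, cut at about 60% in these data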;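 further: 0% = DMSO-treated cells and 100% = gossypol-treated cells at 36 µM; higher means less SRC3-driven luciferase light from the GAL4 reporter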
NCOA2 inhibitor: human SRC2 (NCOA2) inhibition; Q15596; HEK293 GAL4-SRC2 luciferase reporter, luminescence; inhibition, % at 9 µM; hit rate 0.17% among 370,000; AID 651957;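 active means inhibition above the mean inhibition of all tested compounds plus 3 SD, set per campaign, cut at about 52% in these data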;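 further: 0% = DMSO treated cells and 100% = cells given Gossypol at 36 µM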
Target sequence (Q15596 whole entry, looked up, the tested form may be a part): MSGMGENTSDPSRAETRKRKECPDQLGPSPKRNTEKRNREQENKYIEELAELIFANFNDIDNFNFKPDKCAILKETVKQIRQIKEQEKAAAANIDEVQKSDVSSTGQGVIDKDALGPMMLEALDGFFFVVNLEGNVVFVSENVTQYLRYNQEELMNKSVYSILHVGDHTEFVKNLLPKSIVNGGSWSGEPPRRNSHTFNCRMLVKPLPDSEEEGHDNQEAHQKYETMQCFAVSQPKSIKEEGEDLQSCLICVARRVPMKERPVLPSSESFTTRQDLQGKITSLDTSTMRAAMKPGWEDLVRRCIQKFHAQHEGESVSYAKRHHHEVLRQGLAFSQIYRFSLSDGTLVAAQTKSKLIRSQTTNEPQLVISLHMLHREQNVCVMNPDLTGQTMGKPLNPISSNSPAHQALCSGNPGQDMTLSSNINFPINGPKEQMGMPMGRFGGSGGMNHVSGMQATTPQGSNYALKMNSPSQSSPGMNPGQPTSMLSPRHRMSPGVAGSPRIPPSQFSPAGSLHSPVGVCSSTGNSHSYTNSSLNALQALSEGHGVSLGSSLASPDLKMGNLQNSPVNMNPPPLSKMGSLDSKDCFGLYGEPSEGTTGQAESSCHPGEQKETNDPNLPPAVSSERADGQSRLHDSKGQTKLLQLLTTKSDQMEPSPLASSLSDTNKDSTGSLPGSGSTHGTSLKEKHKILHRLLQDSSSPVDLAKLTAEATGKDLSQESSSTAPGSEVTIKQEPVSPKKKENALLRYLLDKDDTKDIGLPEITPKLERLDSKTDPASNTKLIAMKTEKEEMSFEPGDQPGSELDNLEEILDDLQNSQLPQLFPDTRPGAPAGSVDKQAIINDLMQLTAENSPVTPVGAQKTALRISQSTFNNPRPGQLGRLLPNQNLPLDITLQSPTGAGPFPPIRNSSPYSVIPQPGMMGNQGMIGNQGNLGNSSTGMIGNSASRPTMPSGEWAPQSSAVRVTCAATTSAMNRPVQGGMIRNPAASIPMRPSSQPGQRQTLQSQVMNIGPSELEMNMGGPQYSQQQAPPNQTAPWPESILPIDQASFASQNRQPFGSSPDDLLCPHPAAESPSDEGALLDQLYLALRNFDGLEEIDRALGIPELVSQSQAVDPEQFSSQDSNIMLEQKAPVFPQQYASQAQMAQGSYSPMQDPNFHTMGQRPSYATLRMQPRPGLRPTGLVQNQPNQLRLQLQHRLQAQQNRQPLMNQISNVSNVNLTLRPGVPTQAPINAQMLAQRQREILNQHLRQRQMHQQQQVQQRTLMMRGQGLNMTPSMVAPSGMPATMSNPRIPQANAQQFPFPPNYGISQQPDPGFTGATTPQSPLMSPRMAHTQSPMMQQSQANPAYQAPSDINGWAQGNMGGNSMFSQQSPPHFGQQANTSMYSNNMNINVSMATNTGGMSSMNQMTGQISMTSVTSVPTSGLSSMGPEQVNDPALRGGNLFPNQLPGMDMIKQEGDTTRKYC
NOD2-RIPK2 inh: inhibitors of human NOD2-RIPK2 interaction. O43353. CHO BLA complementation NOD2-RIPK2, CCF4 ratio. inhibition, % at 4.98 µM. hit rate 0.38% among 360,000. AID 624267; in the data active means inhibition above about 21%;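 further: 0% = vehicle only and 100% = reference blocker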
SRC1 inh: inhibits human SRC1 coactivator. Q15788. HEK293 GAL4-SRC1 luciferase reporter, luminescence. inhibition, % at 3.6 µM. hit rate 0.12% among 360,000. AID 588354;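 active means inhibition above the campaign mean plus 3 SD, with each screening campaign given its own cutoff, cut at about 60% in these data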;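 further: 0% = DMSO treated cells and 100% = gossypol at 36 µM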
Vif inh: blocks HIV Vif function; HEK293T cells, Vif self-association by quenched fluorescence, imaging, 24 h; inhibition, % at 7.49 µM; hit rate 0.35% among 340,000; in the data active means inhibition above about 50%, passing the limit was not always enough; inconclusive means no clear call, values can overlap the other calls; inactive means below about 31%; further: some results filed as inactive read as strong as hits
TLR9-MyD88 inh: TLR9-MyD88 interaction inhibition; hit rate 0.21% among 340,000; Q9NR96+Q99836; inhibition, % at 4.98 µM; CHO BLA complementation TLR9-MyD88, CCF4 FRET ratio; AID 504734;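 active means inhibition above the mean over all tested compounds plus 3 SD, cut at about 21% in these data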;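 further: 0% = DMSO only wells and 100% = clavulanate BLA inhibitor control wells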
TROY signal inh: inhibitors of TROY-dependent NF-kB signaling | Q293 LMP1-TROYcd NF-kB luciferase reporter, 4 h | inhibition, % at 10 µM | hit rate 0.98% among 360,000 | AID 1347056;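 active means compounds whose plate-normalised and pattern-corrected inhibition of the luciferase reporter signal at the single screening dose is 50% or more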
NR2F2 inh: NR2F2 (human) inhibition, primary screen; hit rate 0.7% among 370,000; HEK293T NGFI-A luciferase reporter, luminescence; P24468; inhibition, % at 8.6 µM;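 active means inhibition above a per-plate cutoff, mean inhibition of test wells between control levels plus 3 SD, cut at about 38% in these data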;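 further: cells cotransfected with COUP-TFII expression vector driving the NGFI-A reporter; 0% = median of COUP-TF2 test wells and 100% = reporter-only cells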
Active calls of the source: *; ? = inconclusive; nt = not tested or not shown. Some of the compounds tested; count on the stated rates, not on these rows.

SMILES	TRAIL sens C8	EBV LMP1 NFkB	LRH-1 inv ag	NCOA3 inh	NCOA2 inhibitor	NOD2-RIPK2 inh	SRC1 inh	Vif inh	TLR9-MyD88 inh	TROY signal inh	NR2F2 inh
COCCCNC(=O)CN1C(=O)COc2ccc(S(=O)(=O)N3CC(C)CC(C)C3)cc21 (stereo unspecified)	28	-9	-4	-17	-17	0	-16	2	-6	12	6
COc1ccc(NC(=O)CSc2ncccn2)cc1S(=O)(=O)N1CCCCC1	-2	-9	3	-4	25	1	-9	2	-3	-7	3
Cc1ccc(CN2CC[C@H]3C=CCc4cccc(c43)C2)cc1	-2	5	10	6	11	0	2	3	0	-13	6
CCOC(=O)c1c(-c2cccs2)csc1NC(=O)CSc1ncn[nH]1	-29	-4	0	5	nt	9	3	-4	-1	30	nt
COc1ccc(NC(=O)Nc2nc3c(s2)CCCC3)cc1	27	-17	-137	-46	-16	7	-108	3	-3	-49	-10
O=c1oc2ccccc2c(Nc2ccccc2)c1CN1CCCCC1	14	-1	-5	1	6	12	-3	3	-8	13	0
CCN(CCO)c1nc(NCc2ccccc2)c2cnn(C)c2n1	-6	-2	4	15	20	-5	3	4	2	6	5
Cc1ccc(-n2nnc3c(=O)n(CC(=O)NCc4ccco4)cnc32)cc1	-12	-2	-22	0	-7	14	1	nt	5	-18	-2
CC(C)c1ccc(C2NC(=O)NC3=C2CCc2ccccc23)cc1 (stereo unspecified)	6	0	17	6	17	-1	2	-17	4	55*	4
CC(=O)NC1=NN(C(C)=O)C(C)(CCS(=O)(=O)c2ccc(Cl)c(Cl)c2)S1 (stereo unspecified)	-2	11	15	3	20	2	6	1	9	7	5
COc1ccc(NC(=O)COC(=O)C2CC(=O)N(Cc3ccc(C)cc3)C2)cc1 (stereo unspecified)	-5	-5	-6	-14	-31	-6	15	-7	7	2	-8
COc1cc(NC(=O)CCCNC(=O)Cn2cnc3sc(C)c(C)c3c2=O)cc(OC)c1OC	-1	6	4	-5	-5	-5	-48	-9	-6	-3	-13
O=C/C(=C\Nc1ccc(S(=O)(=O)CCO)cc1)c1nc2cc(Cl)ccc2o1	-7	-12	4	-7	6	-10	-30	18	-8	1	-14
O=C(NCCc1ccco1)c1cc(COc2cccc(C(F)(F)F)c2)on1	-7	-2	-5	-25	-1	-17	-5	-4	-2	-4	5
COc1ccc(C(C)=O)cc1CSCC(=O)O	-4	-5	-5	0	12	-2	-2	4	7	-22	19
O=C1CSC(c2cn(-c3ccccc3)nc2-c2ccccc2)N1Cc1ccco1 (stereo unspecified)	-2	-23	13	-8	8	4	-9	0	3	-4	2
c1ccc(-c2nc3ccccc3nc2-c2ccccn2)nc1	-6	4	0	-5	-3	4	-4	11	-3	-17	-12
Cc1cc(C)c(S(=O)(=O)N(C2=NCCS2)S(=O)(=O)c2c(C)cc(C)cc2C)c(C)c1	-6	-17	5	6	-14	7	-22	-3	2	2	1
COc1ccc(CC(=O)N/N=C/C=C/c2cccc([N+](=O)[O-])c2)cc1OC	-23	nt	-19	0	3	-7	-3	-12	nt	8	20
CC(C)c1nc2sc(C(=O)O)c(N)c2c2c1CCCC2	4	-1	-16	4	6	-6	-5	1	-2	-17	-14
Cc1cc(=O)oc2cc(OCC(=O)N/N=C/c3ccccc3[N+](=O)[O-])ccc12	-2	-36	24	14	-35	-8	-5	1	3	-14	-5
COc1ccc(CN=C(Nc2ccccc2)SC2CC(=O)NC2=O)cc1 (stereo unspecified)	-10	-4	28	10	37	12	10	-3	2	-3	-16
CCCCNC(=O)CN(CCc1ccccc1)S(C)(=O)=O	-2	10	12	6	-30	-4	6	5	2	2	8
CCOC(=O)C1/C(=N\O)CC(C)(O)C(C(=O)OCC)C1c1ccc(N(C)C)cc1 (stereo unspecified)	-1	6	-4	3	-1	1	-6	23	-6	4	-4
NS(=O)(=O)c1ccc(NC(=O)CSC2CCCCC2)cc1	-1	3	-60	4	-15	-6	-21	10	-5	-29	-7

The final three entries of the section above lead into the next.
SMILES	TRAIL sens C8	EBV LMP1 NFkB	LRH-1 inv ag	NCOA3 inh	NCOA2 inhibitor	NOD2-RIPK2 inh	SRC1 inh	Vif inh	TLR9-MyD88 inh	TROY signal inh	NR2F2 inh
CCCCNC(=O)CN(CCc1ccccc1)S(C)(=O)=O	-2	10	12	6	-30	-4	6	5	2	2	8
CCOC(=O)C1/C(=N\O)CC(C)(O)C(C(=O)OCC)C1c1ccc(N(C)C)cc1 (stereo unspecified)	-1	6	-4	3	-1	1	-6	23	-6	4	-4
NS(=O)(=O)c1ccc(NC(=O)CSC2CCCCC2)cc1	-1	3	-60	4	-15	-6	-21	10	-5	-29	-7
COC(=O)[C@@]1(Cc2ccccc2)[C@H]2C(=O)N(Cc3ccccc3)C(=O)[C@H]2[C@H]2CN=C(SCc3ccc(Cl)cc3)N21	4	?	-12	-4	-6	6	5	-22	-11	2	-5
O=C(COc1ncnc2ccccc12)N1CCN(c2ccccc2)CC1	-5	0	-1	-7	22	-7	-7	-9	10	-3	11
O=C(CCN1C(=O)C2C3C=CC(C3)C2C1=O)Nc1nccs1 (stereo unspecified)	-11	2	-18	11	5	-4	-29	38	3	-7	-6
CC(=O)Nc1sc2c(c1C(N)=O)CCN(Cc1ccccc1)C2	-18	-6	3	19	-23	7	13	-2	5	-10	8
Cc1cc(=O)[nH]c(N/N=C/c2ccc(O)c(O)c2)n1	-13	-3	-19	-18	7	4	-3	6	-4	-24	13
Cc1cc(C(=O)Nc2cccc3ccccc23)n(-c2ccccc2)n1	-7	-2	19	-1	11	-2	-6	1	-5	5	17
Cc1cccc(-n2c(SCC(=O)NCC3CCCO3)nc3ccccc3c2=O)c1C (stereo unspecified)	-7	-1	-18	3	-3	0	8	-2	-13	5	9
O=C(O)C1C2CCCCC2=C2CCCCC2C1C(=O)Nc1nccs1 (stereo unspecified)	-11	1	18	-14	-6	-14	-18	-1	-7	-2	-3
O=C1c2ccccc2C(=O)N1CCCCCCN1C(=O)c2ccccc2C1=O	2	-2	13	-12	-28	-17	3	7	-9	-28	2
O=C(CSc1nnc(C2COc3ccccc3O2)o1)N1CCCCC1 (stereo unspecified)	1	-14	-20	-33	-2	-3	-68	-3	-6	-42	-12
Nc1ccc(S(=O)(=O)Nc2nccs2)cc1N=Nc1ccccc1[N+](=O)[O-]	4	1	-56	-22	-6	-9	-5	-4	-4	-19	-16
CCCCc1nc2cc(Cl)ccc2o1	1	-2	17	-1	7	9	-8	4	-2	4	6
Cc1sc2nc(SC(C)C)nc(N)c2c1C	7	-2	-19	-10	-53	-5	-27	-3	-1	-29	-25
COc1ccc(CCNC(=O)CSc2nc3[nH]ncc3c(=O)[nH]2)cc1OC	0	-2	22	8	3	2	-17	0	7	-5	-33
N#C/C(=C\c1ccccc1)C(=O)N1CCC(C(N)=O)CC1	-6	-8	-5	0	-7	6	12	21	11	-26	0
COc1ccccc1NC(=O)C(=O)N(c1cccnc1)C(C(=O)NC(C)(C)C)c1ccccc1F (stereo unspecified)	-2	-6	6	8	-13	-5	13	-5	-7	-3	-1
O=C(NNC(=O)c1ccccc1[N+](=O)[O-])c1ccccc1[N+](=O)[O-]	-1	4	0	10	-15	3	1	3	5	4	-18
O=C(c1ccco1)N1CCN(Cc2cccnc2)CC1	-3	-3	5	2	-9	6	-14	13	9	10	9
O=c1nc2ccccc2c2n1CC(CN1CCN(c3cccc(Cl)c3)CC1)N2 (stereo unspecified)	-9	2	8	13	-12	4	-32	8	-3	5	-10
COc1ccc2c(CC(=O)N[C@@H](Cc3ccccc3)C(=O)O)cc(=O)oc2c1	5	-3	8	6	-18	2	4	nt	-8	-17	-11
COc1cc2cc(C(=O)N/N=C/c3cccc(OC)c3OC)[nH]c2cc1OC	12	13	3	13	11	4	14	-6	-8	69*	7
Cc1oc(-c2ccc(Cl)cc2)nc1CS(=O)CC(=O)NC1CCCCC1 (stereo unspecified)	7	0	-20	-15	-11	9	-18	-20	10	0	17
CN(C)c1c([N+](=O)[O-])cc2[nH]c(=O)[nH]c2c1[N+](=O)[O-]	3	-6	7	13	4	-11	9	36	-10	-3	-9
COc1ccc(/C=N/n2c(SC)nnc2-c2ccccc2)cc1C	1	-6	26	9	-1	4	-3	2	-5	-3	11
Cn1c(NCc2ccncc2)nc2cc(-c3ccsc3)sc2c1=O	16	nt	-49	-18	-26	-20	-20	-10	nt	-52	-32
Continued:
SMILES	TRAIL sens C8	EBV LMP1 NFkB	LRH-1 inv ag	NCOA3 inh	NCOA2 inhibitor	NOD2-RIPK2 inh	SRC1 inh	Vif inh	TLR9-MyD88 inh	TROY signal inh	NR2F2 inh
COc1ccc(S(=O)(=O)N2CCC(C(=O)N(CC(C)C)C3CCS(=O)(=O)C3)CC2)cc1OC (stereo unspecified)	2	3	4	9	-12	2	-4	-13	0	-6	20
COc1cc(Cl)c(C)cc1NC(=O)CSC	-1	2	12	-13	-3	-3	-26	3	2	-16	-6
COc1ccccc1N1CCN(S(=O)(=O)c2ccc(-n3cnnn3)cc2)CC1	-6	-6	10	-4	5	8	12	19	-16	-7	20
CCN(CC)C(=O)[C@H]1C[C@H](CC(=O)NC/C=C(\C)CCC=C(C)C)C(=O)N2CCc3c([nH]c4ccc(Cl)cc34)[C@]12C	10	4	-5	3	3	-9	8	nt	-4	18	6
Cc1cn(CC2COC(C)(C)O2)c(=O)[nH]c1=O (stereo unspecified)	-1	2	11	-3	-24	4	-4	nt	6	-5	-10
Cc1cccc(C)c1-n1cccc1/C=C1/C(=N)N2C(=NC1=O)SN=C2S(C)(=O)=O	6	-12	4	22	-33	-12	3	3	-1	15	-23
CCOC(=O)Cn1c(CN(Cc2ccccc2)Cc2ccccc2)nc2c1c(=O)n(C)c(=O)n2C	3	1	8	-9	10	11	-15	-24	-14	-12	7
Cc1ccc(S(=O)(=O)N2CCCC(C(=O)NCc3ccc4c(c3)OCO4)C2)cc1 (stereo unspecified)	1	2	13	15	3	-3	4	-10	4	-6	0
CCn1cc(C(=O)NCC2COc3ccccc3O2)c2cc(OC)c(OC)cc2c1=O (stereo unspecified)	-4	-6	18	5	6	-6	-8	-3	-1	10	12
Cc1cccc(NC(=O)c2cccc(N3C(=O)C4C5C=CC(C6CC56)C4C3=O)c2)c1 (stereo unspecified)	6	6	17	13	-6	4	2	-3	0	10	25
COc1ccccc1N1CCN(C2CCCN(C(=O)CCc3c(C)noc3C)C2)CC1 (stereo unspecified)	18	9	16	-13	-1	-4	-6	0	-3	1	21
O=C1C(c2ccccc2)=[N+]([O-])c2ccccc21	17	9	14	-17	-18	13	-14	-4	8	-39	2
O=C(c1cc(C2CC2)nn1-c1ccccc1)N1CCN(S(=O)(=O)c2ccccc2F)CC1	-1	3	-17	3	-20	-7	7	nt	-8	-16	2
CCOCCCNC(=O)C1CCN(S(=O)(=O)c2c(C)noc2/C=C\c2ccc(OC)cc2)CC1	-13	-3	12	9	-6	2	9	3	-10	2	-5
Cc1cccc(C)c1NC(=O)CN(Cc1ccccc1)Cc1ccccc1	3	nt	19	15	-3	2	9	nt	nt	24	3
CC1(C(=O)NCCC#N)CCN1C(=O)C1(c2ccccc2)CC1 (stereo unspecified)	-17	nt	12	1	11	-45	4	nt	nt	-1	-10

Screens: PubChem, several laboratories
